High-throughput results from PubChem.
LDHA block: qHTS assay for inhibitors of human lactate dehydrogenase. purified LDHA, NADH/diaphorase-resazurin fluorescence; stronger effect = lower value. activity change, % (values are at about 110 or 230 µM). actives 0.15% (n = 480,000). AID 1347041, 2019; in the data active means activity change below about -30%; inconclusive means mostly about -25% to -30%;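 further: plate controls were DMSO wells for no effect and wells without enzyme for full effect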
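Enzyme activity of human lactate dehydrogenase 5 (2 nM; 0.06 mM NADH, 0.2 mM pyruvate, 5 min, RT) is measured via a resazurin/diaphorase fluorescence readout of residual NADH.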
GRP78 ERSR act: qHTS for Inducers of the Endoplasmic Reticulum Stress Response (ERSR) in Human Glioma: qHTS; U87-MG GRP78 promoter luciferase reporter, 16 h; Potency, µM, for the others: at the top dose activation, actives largely listed as activators; actives 0.02% (n = 420,000); AID 602332, 2012; further: potency means the concentration at half of the fitted maximal effect; series mostly up to about 76 µM; % of control where 0% means no effect; nearly all actives have a fitted effect of over 35% in size
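Stably transfected U87-MG glioma cells carrying a GRP78-based luciferase sensor; 16 h compound incubation. Luminescence end-point read 10 min after Bright-Glo addition at room temperature.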
TrxR1 substrate: qHTS Assay for Substrates of Mammalian Selenoprotein Thioredoxin Reductase 1 (TrxR1): qHTS | Thioredoxin reductase 1, cytoplasmic (Rattus norvegicus), O89049 | purified TrxR1 substrate turnover, NADPH consumption readout | Potency, µM (titrated, usually from 114 µM), inactives show at the top dose activity change, negative = substrate turnover | actives 0.01% (n = 390,000) | AID 588456, 2011; further: potency means the concentration at half of the fitted maximal effect; on the % scale 0 is the no-effect control and ±100 the full control effect; nearly all actives have a fitted effect of over 50% in size
Target sequence (O89049 whole entry, looked up): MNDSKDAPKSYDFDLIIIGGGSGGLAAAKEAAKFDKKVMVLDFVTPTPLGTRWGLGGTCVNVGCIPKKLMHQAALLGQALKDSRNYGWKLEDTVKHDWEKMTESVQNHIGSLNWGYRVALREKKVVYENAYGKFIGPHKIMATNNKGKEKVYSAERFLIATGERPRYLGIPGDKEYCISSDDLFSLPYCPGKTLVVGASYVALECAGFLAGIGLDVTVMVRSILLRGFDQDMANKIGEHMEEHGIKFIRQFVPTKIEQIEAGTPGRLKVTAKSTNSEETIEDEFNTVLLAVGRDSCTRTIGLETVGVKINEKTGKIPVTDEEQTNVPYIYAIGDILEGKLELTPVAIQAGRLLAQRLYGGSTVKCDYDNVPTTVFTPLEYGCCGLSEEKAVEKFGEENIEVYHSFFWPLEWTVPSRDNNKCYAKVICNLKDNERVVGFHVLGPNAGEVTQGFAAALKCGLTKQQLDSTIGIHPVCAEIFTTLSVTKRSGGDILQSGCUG
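Rat TrxR1, dispensed at 90 nM, was prereduced with 400 uM NADPH (final) for 5 min at ~22 deg C, then incubated with compound 15 min before 400 uM selenite. A first-read NADPH fluorescence drop versus no-compound background flagged substrates.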
Vif-APOBEC3F blk: qHTS for Inhibitors of Vif-A3F Interactions: qHTS | actives 0.2% (n = 390,000) | HeLa A3F-eYFP + Vif (tagged APOBEC3F with the HIV-1 protein that degrades it), YFP fluorescence increase | Potency, µM (highest dose often 46.1 µM), inactives show at the top dose activity, negative = active; further: potency means the concentration at half of the fitted maximal effect; % of control where 0% means no effect; nearly all actives have a fitted effect of over 65% in size
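Fluorescence increase (Ex 488/Em 500-530) after overnight compound treatment at 37 deg C flags inhibition of Vif-driven A3F-eYFP loss in stable HeLa A3F-eYFP/Vif cells seeded overnight beforehand.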
RGS4 inhibitor: Inhibitors of Regulator of G Protein Signaling (RGS) 4: qHTS | Potency, µM (titrated, usually from 114 µM), for the others: top-dose activity change, negative = inhibition, most hits filed as inhibitors | actives 0.039% (n = 390,000) | AID 504845, 2011 | Transcreener GDP fluorescence polarization, RGS4-accelerated GTP hydrolysis | Regulator of G-protein signaling 4 (Homo sapiens), P49798; further: potency means the concentration at half of the fitted maximal effect; on the % scale 0 is the no-effect control and ±100 the full control effect; nearly all actives have a fitted effect of over 75% in size; some results filed as inactive show a strong effect at the top dose
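MLSMR compounds (23 nl, pin-transferred) preincubated 10 min at room temperature with a 500nM (2x) first reagent, then RGS4 at 900nM (2x) plus Transcreener GDP mix added; fluorescence polarization (620/688 nm) read before and after 90 min at 30 °C.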
Vif-APOBEC3G blk: qHTS for Inhibitors of Vif-A3G Interactions: qHTS; AID 602310, 2012; actives 0.076% (n = 410,000); Potency, µM (doses to about 46.1 µM), for inactives: at the top dose activity, negative = active, hits mostly inhibitors; DNA dC->dU-editing enzyme APOBEC-3G (Homo sapiens), Q9HC16; HeLa A3G-eYFP + Vif (tagged APOBEC3G with the HIV-1 protein that degrades it), YFP fluorescence, overnight;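 further: potency means the concentration at half of the fitted maximal effect; on the % scale 0 is the no-effect control and ±100 the full control effect; nearly all actives have a fitted effect of over 60% in size; hits raise eYFP signal because A3G escapes Vif-driven loss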
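Read-out is eYFP fluorescence (Ex 488/Em 500-530) from Vif-expressing HeLa A3G-eYFP cells; more signal means A3G escaped Vif-mediated degradation. Cells plated overnight, compound pinned in, incubated overnight at 37 deg C.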
rTrxR1 inhibitor: qHTS Assay for Inhibitors of Mammalian Selenoprotein Thioredoxin Reductase 1 (TrxR1): qHTS; Thioredoxin reductase 1, cytoplasmic (Rattus norvegicus), O89049; recombinant rTrxR1, NADPH fluorescence consumption, selenite substrate; Potency, µM (highest dose often 114 µM), for inactives: at the highest dose activity change, negative = inhibition, hits mostly inhibitors; actives 1% (n = 390,000); further: potency means the concentration at half of the fitted maximal effect; on the % scale 0 is the no-effect control and ±100 the full control effect; nearly all actives have a fitted effect of over 65% in size
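Rat TrxR1 (90 nM in the dispensed reagent) was pre-reduced with 400 uM NADPH for 5 min at room temperature, then incubated with compound for 15 min. After 400 uM selenite was added, NADPH fluorescence (Ex 340/Em 450 nm) was followed for 8 min.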
IDH1 R132H inh: qHTS for Inhibitors of mutant isocitrate dehydrogenase 1 (IDH1): qHTS. Isocitrate dehydrogenase [NADP] cytoplasmic (Homo sapiens), O75874. IDH1-R132H enzyme, NADPH consumption, diaphorase/resazurin fluorescence. Potency, µM (series often up to 76.6 µM), for inactives: at the top dose activity change, negative = inhibition, most hits filed as inhibitors. AID 602179, 2012. actives 0.093% (n = 390,000); further: potency means the concentration at half of the fitted maximal effect; on the % scale 0 is the no-effect control and ±100 the full control effect; nearly all actives have a fitted effect of over 65% in size
Target sequence (O75874 whole entry R132H, stated change not applied): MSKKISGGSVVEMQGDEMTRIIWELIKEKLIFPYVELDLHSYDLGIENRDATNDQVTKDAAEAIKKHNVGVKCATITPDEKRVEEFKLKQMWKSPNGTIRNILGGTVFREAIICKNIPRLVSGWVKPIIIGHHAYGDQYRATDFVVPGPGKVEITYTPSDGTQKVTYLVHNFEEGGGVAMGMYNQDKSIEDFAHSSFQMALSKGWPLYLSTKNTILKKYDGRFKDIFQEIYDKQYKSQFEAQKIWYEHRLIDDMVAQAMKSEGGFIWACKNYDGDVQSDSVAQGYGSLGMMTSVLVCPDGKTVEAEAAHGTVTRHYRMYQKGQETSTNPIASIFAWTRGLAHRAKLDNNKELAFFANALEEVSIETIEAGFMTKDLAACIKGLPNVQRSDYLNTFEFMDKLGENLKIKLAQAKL
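IDH1-R132H (0.5 ug/mL) preincubated 30 min with compound, then NADPH (0.016 mM) and alpha-KG (2 mM) added; 80 min at RT, pH 7.5. Remaining NADPH coupled via diaphorase/resazurin to fluorescence (540/590 nm); concentration-response curves normalized to no-enzyme control.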
USP1-UAF1 inh: Inhibitors of USP1/UAF1: Primary Screen; recombinant USP1/UAF1, Ub-Rhodamine cleavage fluorescence; Potency, µM (doses to about 57.1 µM), for inactives: top-dose activity change, negative = inhibition, actives largely listed as inhibitors; actives 0.23% (n = 390,000); AID 743255, 2014; further: potency means the concentration at half of the fitted maximal effect; on the % scale 0 is the no-effect control and ±100 the full control effect; nearly all actives have a fitted effect of over 60% in size; inactives centre near -12
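In this screen, compounds sit with the deubiquitinase complex (1nM) for 15 min at room temperature before Ub-Rho is added at 150nM final. Fluorescence rise is then followed for 6 reads every 60 seconds.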
Starred values were filed as active, the others as inactive; ? = inconclusive; nt = no result given; & = joins results of further samples; [ ] = dose if it differs, or a comment. Unless noted, the call rests on the fitted dose curve; in most records, active means well fitted curve in the direction sought with a large enough effect; inconclusive means small, poorly fitted or top-dose-only effect, or another doubt; inactive means no such curve, though single readings can be large; an effect the other way counts as inactive or inconclusive. Only part of the results is shown (hit frequency here may not be typical).

1	Cc1ccccc1N1C(=O)NC(=O)/C(=C\c2ccc3c(c2)CCCN3Cc2ccccc2)C1=O
2	CCC1(CC)C(=O)NC(=O)N(CCc2ccccn2)C1=O
3	CC(c1ccccc1)n1cncc1C(=O)O (stereo unspecified)
4	COC(=O)C1=C(c2cc3ccccc3o2)C[C@@H]2CC[C@H]1N2C(=O)N1CCCCC1
5	O=c1[nH]c(=S)n(C2CC2)c(O)c1/C=N/N1CCOCC1

screen / no.,1,2,3,4,5
LDHA block,0,5,-7,3,2
GRP78 ERSR act,?,1%,-3%,-3%,-1%
TrxR1 substrate,-1%[11.4 µM],3%,-8%,-2%[57.1 µM],-20%
Vif-APOBEC3F blk,-14%,8%,-4%,-2%,2%
RGS4 inhibitor,?,11%,15%,13%,-25%
Vif-APOBEC3G blk,?,3%,8%,-8%,-3%
rTrxR1 inhibitor,-28%[11.4 µM],2%,-2%,-10%[57.1 µM],-26%
IDH1 R132H inh,52µM*,-10%,6%,-2%,2%
USP1-UAF1 inh,?,-11%,11%,?,-18%

6	O=C(c1ccccc1)C1CCCN(Cc2nc(-c3cnccn3)no2)C1 (stereo unspecified)
7	CCOc1ccc2nc(N=Nc3c(O)[nH]c(=S)[nH]c3=O)sc2c1
8	C#CCOCOCC#CCN(CC)CC
9	CC(C)NS(=O)(=O)c1ccc(OCC(=O)N2CCN(Cc3ccccc3)CC2)c(Cl)c1
10	COc1ccc(C(=O)N2C[C@H]3C[C@@H](C2)c2cccc(=O)n2C3)cc1OC

screen / no.,6,7,8,9,10
LDHA block,-4,5,-2,-2,-4
GRP78 ERSR act,0%,0%,-4%,0%,-2%
TrxR1 substrate,7%[57.1 µM],-10%[57.1 µM],1%,13%[57.1 µM],-5%
Vif-APOBEC3F blk,3%,2%,1%,-4%,1%
RGS4 inhibitor,-8%,-16%,-4%,32%,11%
Vif-APOBEC3G blk,0%,0%,0%,-5%,-2%
rTrxR1 inhibitor,15%[57.1 µM],-5%[57.1 µM],9%[57.1 µM],-1%[57.1 µM],-7%
IDH1 R132H inh,-2%,5%,12%,6%,-6%
USP1-UAF1 inh,-17%,?,-5%,-5%,21%

11	Cc1ccc(-n2c(O)c(C=NCCCn3ccnc3)c(=O)[nH]c2=O)cc1
12	O=C(CCCn1c(=O)[nH]c2cc(Cl)ccc2c1=O)N1CCC2(CC1)OCCO2
13	CC(C)N1CC=C(c2c[nH]c3ccccc23)CC1
14	CCC(=NCCc1ccccc1)c1c(O)[nH]c(=O)[nH]c1=O
15	NC(Cc1ccccc1)Cc1ccccc1

screen / no.,11,12,13,14,15
LDHA block,0,-14,3,-2,-10
GRP78 ERSR act,-3%,-3%,-4%,-1%,-4%
TrxR1 substrate,2%,-2%,2%,-1%[57.1 µM],-2%[57.1 µM]
Vif-APOBEC3F blk,-3%,-11%,0%,-4%,4%
RGS4 inhibitor,4%,21%,16%,-16%,-10%
Vif-APOBEC3G blk,-10%,0%,1%,0%,-1%
rTrxR1 inhibitor,11%,-1%,4%,-7%[57.1 µM],15%[57.1 µM]
IDH1 R132H inh,4%,8%,13%,2%,-5%
USP1-UAF1 inh,-7%,1%,-11%,-8%,-24%

16	O=C(Nc1ccccc1)OC1CN=C(N[N+](=O)[O-])NC1 (stereo unspecified)
17	O=C1CC(c2ccc(C(F)(F)F)cc2)c2c(c3ccccc3oc2=O)O1 (stereo unspecified)
18	CCOP(=O)(OCC)c1nc(-c2cccc3ccccc23)oc1NCc1ccccc1
19	COc1ccc(OC(=O)N(C)C[C@@H]2OCc3cnnn3CCCC(=O)N([C@@H](C)CO)C[C@H]2C)cc1
20	Clc1ccc(-c2csc3ncnc(Sc4nnnn4C4CC4)c23)cc1

screen / no.,16,17,18,19,20
LDHA block,2,-11,5,-7,-2
GRP78 ERSR act,-1%,-2%,-6%,1%,-10%
TrxR1 substrate,-2%,-6%[57.1 µM],399%[activator],nt,8%[0.0914 µM]
Vif-APOBEC3F blk,-2%,1%,-9%,-7%,nt
RGS4 inhibitor,-4%,36%,-14%,nt,nt
Vif-APOBEC3G blk,2%,-1%,0%,0%,?
rTrxR1 inhibitor,-1%,-8%[57.1 µM],72%[activator],nt,7%
IDH1 R132H inh,0%,-8%,2%,3%,nt
USP1-UAF1 inh,-7%,-27%,-33%,-28%,nt

21	COc1ccc(CNCCc2c(C)[nH]c3ccc(OC(F)(F)F)cc23)c(OC)c1
22	c1ccc(-c2nnc(C3CC(c4cccnc4)=NO3)o2)cc1 (stereo unspecified)
23	O=c1c(C=Nc2cccnc2Cl)c(O)n(CCCCl)c(=O)n1C1CCCCC1
24	O=C(CN1C(=O)CCSc2ccccc21)N1CCC2(CC1)OCCO2
25	c1ccc(-c2ccc(CN3Cc4ccccc4-n4nncc4C3)cc2)cc1

screen / no.,21,22,23,24,25
LDHA block,-11,-3,-3,-2,-2
GRP78 ERSR act,-7%,5%,-3%,-3%,1%
TrxR1 substrate,-17%,6%,0%,-7%,nt
Vif-APOBEC3F blk,11%,-5%,?,0%,-3%
RGS4 inhibitor,-6%,-5%,7%,-31%,nt
Vif-APOBEC3G blk,-19%,-2%,-27%,2%,3%
rTrxR1 inhibitor,?,23%,-9%,11%,nt
IDH1 R132H inh,-3%,0%,-17%,3%,3%
USP1-UAF1 inh,-11%,-16%,-26%,-18%,-23%

26	CCCCCn1c(=O)c(C(=O)NCc2ccco2)c(O)c2ccccc21
27	O=c1c2ccccc2[nH]c(=S)n1-c1cccnc1
28	Cc1cc(OCC(=O)N2CCC(C(=O)O)(c3ccccc3)CC2)c2c(C)c(C)c(=O)oc2c1
29	CC(C)N=C(NC(C)C)N1CC1
30	COc1cc2[nH]c(=S)n(-c3ccccc3)c(=O)c2cc1OC

screen / no.,26,27,28,29,30
LDHA block,-1,0,3,1,-5
GRP78 ERSR act,-4%,-2%,-2%,-3%,-1%
TrxR1 substrate,-4%[57.1 µM],0%,155%[activator],nt,1%
Vif-APOBEC3F blk,8%,0%,-5%,3%,-11%
RGS4 inhibitor,-14%,-23%,-1%,nt,-5%
Vif-APOBEC3G blk,-4%,-1%,-1%,5%,0%
rTrxR1 inhibitor,33%[57.1 µM],-2%,12%,nt,-8%
IDH1 R132H inh,12%,0%,-7%,8%,0%
USP1-UAF1 inh,-18%,-21%,-12%,-9%,-14%

Some entries already given, reduced to Vif-APOBEC3G blk:
No.	Compound	Vif-APOBEC3G blk
26	CCCCCn1c(=O)c(C(=O)NCc2ccco2)c(O)c2ccccc21	-4%
28	Cc1cc(OCC(=O)N2CCC(C(=O)O)(c3ccccc3)CC2)c2c(C)c(C)c(=O)oc2c1	-1%
29	CC(C)N=C(NC(C)C)N1CC1	5%

(continued)
31	CCN(CC)CCN=C(C)c1c(O)n(-c2ccccc2OC)c(=O)[nH]c1=O
32	CN(C)P(=O)(C(Cl)=C(N1CCCCC1)N1CCCCC1)N(C)C
33	CCCNc1oc(-c2cccc3ccccc23)nc1C#N
34	C/C(=N\NC(=O)c1ccccc1)c1c(O)n(C2CCCCC2)c(=O)[nH]c1=O
35	O=c1[nH]c(O)c(C=Nc2ccc(Cl)c(C(F)(F)F)c2)c(=O)[nH]1
36	CCOC(=O)c1cnc(N2CC2)nc1N
37	COc1ccc(OC)c(NC(=O)N2C[C@H]3C[C@@H](C2)c2cccc(=O)n2C3)c1

screen / no.,31,32,33,34,35,36,37
LDHA block,-7,5,1&-9,1,-2,-7,2
GRP78 ERSR act,-4%,-2%,1%,10%,-3%,-5%,0%
TrxR1 substrate,-5%,11%,125%[activator],-2%,-12%,7%[57.1 µM],-5%
Vif-APOBEC3F blk,3%,1%,0%,9%,5%,1%,1%
RGS4 inhibitor,4%,-8%,-8%,-33%,-17%,-3%,-1%
Vif-APOBEC3G blk,5%,0%,0%,0%,2%,-1%,3%
rTrxR1 inhibitor,-11%,19%,70%,23%,12%[57.1 µM],-1%[2.29 µM],5%
IDH1 R132H inh,7%,0%,2%,-5%,-2%,3%,0%
USP1-UAF1 inh,7%,-6%,-7%,-26%,-7%,-15%,-25%
